TLR4-MyD88 BLA: inhibitors of human TLR4-MyD88 binding | HeLa CL3-4 TLR4/MyD88 BLA complementation, FRET ratio | inhibition, % at 8.4 µM | 0.18% of 200,000 active | AID 861; in the data active = inhibition above about 25%;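 also: 0% = vehicle and 100% = reference inhibitor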
Target sequence (O00206 whole entry, looked up): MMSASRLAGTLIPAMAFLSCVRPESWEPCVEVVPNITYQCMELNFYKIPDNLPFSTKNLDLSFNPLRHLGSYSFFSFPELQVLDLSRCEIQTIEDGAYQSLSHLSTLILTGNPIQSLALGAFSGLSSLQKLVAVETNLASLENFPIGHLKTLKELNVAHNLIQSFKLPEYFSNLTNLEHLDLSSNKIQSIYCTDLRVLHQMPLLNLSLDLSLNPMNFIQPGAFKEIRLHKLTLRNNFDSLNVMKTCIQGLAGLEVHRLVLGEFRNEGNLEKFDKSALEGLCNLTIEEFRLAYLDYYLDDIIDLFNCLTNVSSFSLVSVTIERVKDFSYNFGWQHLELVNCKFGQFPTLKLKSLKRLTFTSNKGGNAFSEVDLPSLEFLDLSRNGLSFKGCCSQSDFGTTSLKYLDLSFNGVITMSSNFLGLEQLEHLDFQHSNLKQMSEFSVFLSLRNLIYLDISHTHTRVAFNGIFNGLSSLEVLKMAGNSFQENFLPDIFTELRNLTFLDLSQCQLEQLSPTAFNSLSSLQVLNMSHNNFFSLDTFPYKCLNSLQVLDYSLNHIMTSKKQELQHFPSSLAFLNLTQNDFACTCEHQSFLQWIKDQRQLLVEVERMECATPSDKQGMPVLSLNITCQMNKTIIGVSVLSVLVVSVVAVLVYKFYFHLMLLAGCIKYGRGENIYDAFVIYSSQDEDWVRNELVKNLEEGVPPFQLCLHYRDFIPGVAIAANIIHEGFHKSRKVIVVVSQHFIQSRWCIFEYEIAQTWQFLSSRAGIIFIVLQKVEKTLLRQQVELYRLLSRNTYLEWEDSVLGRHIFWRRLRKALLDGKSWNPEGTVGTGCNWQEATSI
Target sequence (Q99836 whole entry, looked up): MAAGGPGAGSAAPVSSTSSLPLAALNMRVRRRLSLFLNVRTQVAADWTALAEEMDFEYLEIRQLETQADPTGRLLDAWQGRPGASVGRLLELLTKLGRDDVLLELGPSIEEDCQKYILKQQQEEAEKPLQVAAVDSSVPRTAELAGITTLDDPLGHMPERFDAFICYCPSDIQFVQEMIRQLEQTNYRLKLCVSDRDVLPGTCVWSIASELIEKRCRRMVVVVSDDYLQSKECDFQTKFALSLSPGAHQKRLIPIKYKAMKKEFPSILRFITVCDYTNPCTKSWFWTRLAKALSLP
G6PDH CS: L. mesenteroides G6PDH inhibition counter-screen. AID 1020. 0.12% of 200,000 active. inhibition, % at 5 µM. Purified L. mesenteroides G6PDH, diaphorase/resazurin coupled fluorescence, 45 min; in the data active = inhibition above about 50%
APP transl inh: APP translation inhibition; SH-SY5Y APP 5'UTR-luciferase reporter, luminescence; inhibition, % at 2 µM; 0.82% of 190,000 active; AID 1285;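 active = inhibition above a set limit, derived from the sample mean plus 3 SD, cut at about 45% in these data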; also: values of inactives mirror those of a sister screen read the other way
STAT1 inh: STAT1 signaling inhibition; AID 920; NIH 3T3 STAT1-luciferase reporter, IFN-gamma, luminescence; inhibition, % at 5.5 µM; 0.35% of 200,000 active;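 active = inhibition above a set limit, the mean inhibition across all tested compounds plus 3 SD, cut at about 34% in these data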;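 also: 0% = IFN-gamma with DMSO and 100% = IFN-gamma with 300 µM nifuroxazide; values of inactives mirror those of a sister screen read the other way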
STAT1 act: activators of IFN-gamma induced STAT1 signaling. NIH 3T3 STAT1-luciferase reporter, luminescence; 100% = IFN-gamma alone, no compound. activation (% of control), % at 5.5 µM. 2.6% of 200,000 active. AID 932;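 active = activation above the screen-wide mean activation plus 3 SD, cut at about 130% in these data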;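 also: raw ratio to IFN-gamma control signal so 100% means no change and 0% no light; values of inactives mirror those of a sister screen read the other way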
Diaph inh CS: inhibits diaphorase or chemically oxidizes, flagging diaphorase assay artifacts; diaphorase resazurin-to-resorufin fluorescence, NADH, 16 min; bacterial (C. kluyveri) enzyme, not human; inhibition, % at 20 µM; 0.69% of 190,000 active; AID 1217;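 active = primary screen inhibition at 20 µM above a set limit, cut at about 50% in these data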;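 also: plate controls were DMSO with full reaction for no effect and wells lacking NADH for full effect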
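System: Diaphorase enzyme from Clostridium kluyveri | Amount: Enzyme working solution with 0.14 U/mL diaphorase | Benchmarks: No-NADH positive control and DMSO neutral control | Signal: Fluorescence of resorufin formed from resazurin, Ex 544/Em 590 nm | Schedule: 16-min room-temperature incubation before reading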
Diaphorase act: counter-screen for diaphorase-based assays: diaphorase activators and chemical reducers. activation factor at 20 µM. Diaphorase/resazurin coupled assay, resorufin fluorescence, 16 min; stronger effect = higher value; 1 = vehicle wells, 0 = NADH-free wells. 0.005% of 190,000 active. AID 1229;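 active = diaphorase activity raised at least twofold by the compound at 20 µM; inactive = activation factor below 2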
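Test system: Clostridium kluyveri diaphorase, purified enzyme; input: enzyme 0.07 U/mL final; buffer or medium: 50 mM HEPES pH 7.4 with 4.542 mM MgCl2, 0.005% Tween 20; also added: 0.114 mM NADH and 0.1 mM resazurin, final amounts; schedule: 16 min enzyme reaction, ambient temperature; technique: fluorescence of resorufin, 544 nm excitation, 590 nm emission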
Hsp70 act: Hsp70 transcriptional activation, primary screen; HeLa Hsp70 promoter luciferase reporter, luminescence; scaled: vehicle 0, proteasome-inhibitor control 100%; activation, % at 10 µM; 0.04% of 200,000 active; AID 1203;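 active = activation above the mean across all tested compounds plus 3 SD, cutoff set per campaign, cut at about 5.5% in these data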;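 also: 100% = MG132 at 30 µM as the positive control and 0% = DMSO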
STAT3 blocker: inhibitors of IL-6 induced STAT3 signaling | AID 862 | U3A cells, IL-6 STAT3-luciferase reporter, luminescence; host cell line lacks STAT1 | inhibition, % at 5.5 µM | 0.89% of 190,000 active;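 active = inhibition above the mean inhibition across all screened compounds plus 3 SD, cut at about 44% in these data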;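 also: 0% = DMSO only wells and 100% = 100 µM nifuroxazide control wells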
STAT3 act: activators of IL-6 induced STAT3 signaling; U3A cells, IL-6 STAT3-luciferase reporter, luminescence; 100% = signal with IL-6 EC80 alone; 0.91% of 190,000 active; activation (% of control), % at 5.6 µM;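 active = activation above the screen-wide mean of compound activation plus 3 SD, cut at about 130% in these data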;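 also: 0% = background luminescence of wells with medium and substrate only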
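Material: STAT3-luciferase reporter U3A cells; Probe or stimulus: IL-6 (33 ng/mL); Incubation: compound pre-incubation 1 h before IL-6, then 6 h stimulation at 37 °C; Technique: luminescence from STAT3-driven luciferase reporter; Evaluation: % activation versus median of IL-6-stimulated wells; Controls: IL-6-only high control.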
The depositor's hits bear a star; . = not tested or not shown.

smiles	STAT3 act	STAT3 blocker	STAT1 act	TLR4-MyD88 BLA	Diaphorase act	G6PDH CS	APP transl inh	Hsp70 act	Diaph inh CS	STAT1 inh
COc1cc(CCN2C(=O)N[C@@H](c3cccc(C(F)(F)F)c3)C(C(C)=O)=C2C)cc(OC)c1OC	99	-1	89	-1	0.9	8	8	-0.4	5	12
Cc1ccccc1C(=O)Oc1cc(N)n(S(=O)(=O)c2ccccc2)n1	104	6	79	0	0.9	2	-13	0.2	13	22
CC(C(=O)Nc1ccc2c(c1)OCCO2)N(C)Cc1c(F)cccc1Cl (configuration not stated)	89	20	98	-2	0.9	0	-7	-0.1	8	0
O=C(N/N=C/c1ccc2c(c1)OCO2)/C(=C/c1ccc2c(c1)OCO2)NC(=O)c1ccccc1	100	8	107	-10	0.8	2	-8	-0.2	20	-8
CCOc1ccccc1N(CC(=O)NCCOC)C(=O)CCC(=O)Nc1ccccn1	102	0	91	-14	1.1	14	-29	0.0	-6	10
Cc1ccc(-c2noc(CN(C(=O)c3cccc(Br)c3)C(C)C)n2)cc1	103	5	98	-14	0.7	10	14	-0.3	26	2
Cc1ccc2nc(-c3ccc(NC(=S)NC(=O)CC(C)C)cc3)sc2c1	107	-5	114	-12	1	-3	-79	0.0	-3	-15
O=C(O)C1C2C=CC(C2)C1C(=O)Nc1nccs1 (configuration not stated)	105	-9	98	-5	0.9	-1	-7	-0.3	10	3
CCOc1ccc2nc(N/C(N)=N/C(=S)Nc3ccc(C)c(C)c3)nc(C)c2c1	95	4	91	-9	0.9	-6	5	-0.2	8	11
O=S(=O)(NNc1ccc(Cl)nn1)c1ccc(F)cc1	101	-2	102	9	0.9	11	2	-0.2	12	-2
CCOc1ccc2[nH]c(=O)c(CN(Cc3ccco3)C(=O)c3ccc(Br)cc3)cc2c1	90	16	89	-12	0.8	6	-9	-0.2	22	13
O=C(Cn1cnc2ccccc21)N/N=C/c1cccnc1	103	0	98	-3	1	8	2	-0.5	2	0
COc1ccc(N2CCc3c(C)nc4c(OC)cccc4c32)cc1	95	9	94	-1	1	-13	86*	0.2	0	6
CCNc1nc(C)c2cc(Br)c(=O)n(CC)c2n1	109	-4	139*	7	0.9	0	17	-0.3	9	-40
O=C(N/N=C/c1ccccc1OC(=O)c1ccc2c(c1)OCO2)c1cccc(F)c1	100	-1	97	9	1	-2	-1	-0.1	2	3
COc1ccccc1CN1CC(C(=O)NCc2cccnc2)CC1=O (configuration not stated)	90	14	95	-7	0.9	-8	-8	-0.1	10	6
COc1cc(/C=C(\C#N)c2nc3ccccc3[nH]2)cc(Br)c1OCc1ccccc1	99	7	126	8	0.9	-1	-67	-0.1	9	-29
Oc1[nH]c2ccc(Br)cc2c1N=Nc1ccc(C(F)(F)F)cn1	112	-18	89	-8	0.9	16	10	-0.3	7	12
COC(=O)C(C)Sc1nc2c(c(=O)[nH]c(=O)n2C)n1CCC(C)C (configuration not stated)	112	-10	97	9	1	4	-33	0.5	-4	4
Cc1c(C(=O)OCCN2CCCCC2)oc2ccccc12	92	10	118	-8	0.9	0	0	-0.2	13	-20
O=c1[nH]c(C2CCCN(S(=O)(=O)c3ccc(F)cc3)C2)nc2c1nnn2Cc1ccccc1 (configuration not stated)	117	-17	98	7	1	-1	-6	0.1	4	2
Cc1noc(C)c1C(=O)NCc1ccccc1Br	106	-2	99	1	0.9	8	-14	1.1	6	-2
Cc1c(NC(=O)CCC2CCCCC2)cc(C(=O)N2CCOCC2)cc1[N+](=O)[O-]	98	7	104	6	1	2	-9	0.0	4	-6
Fc1ccc(NC(=S)Nc2cccnc2)cc1Cl	91	16	89	-6	0.9	9	14	-0.3	14	11
CCCCC(=O)OCC(=O)Nc1ccc(SC(F)F)cc1	104	0	110	4	1	-2	0	0.0	0	-13
CCOc1cc(S(=O)(=O)n2ccnc2)ccc1Cl	102	7	99	-29	1	-7	10	-0.1	4	1
Cc1ccc2cc(CN(CC3CCCO3)C(=S)Nc3ccccc3)c(=O)[nH]c2c1C (configuration not stated)	102	-3	93	0	0.9	-11	53*	-0.4	9	8
Cc1cccc(C)c1Oc1nc(-c2ccccc2)ncc1S(=O)(=O)c1ccccc1	108	-3	96	-2	0.9	-9	-2	-0.1	7	5
S=c1[nH]nc(-c2cccnc2)n1C1CCCCC1	106	-9	102	-1	0.8	-8	6	-0.2	17	-2
CC(=O)Nc1cc(NC(C)=O)c2nc(N)sc2c1	104	1	101	-67	0.9	-2	1	-0.4	11	-1
Cc1c(N2C(=O)CS/C2=N\N=C\c2ccc(Cl)cc2)c(=O)n(-c2ccccc2)n1C	93	19	107	11	1	6	15	-0.2	4	-7
CCCN1C2CCCC1CC(NC(=O)c1cc(OC)c(OC)c(OC)c1)C2 (configuration not stated)	101	4	100	-11	0.8	4	-20	-0.1	23	0
Cc1nc(CNS(=O)(=O)c2ccccc2F)cs1	95	6	94	-10	0.9	12	10	-0.3	9	6
O=C(Nc1ccc(-c2nc3cccnc3s2)cc1)c1ccco1	75	31	152*	-1	0.8	-57	-216	-0.3	16	-55
CCN(CC)S(=O)(=O)N1CCC(C(=O)NC2CCCC2)CC1	106	-2	104	5	0.9	8	-2	0.1	8	-5
Cc1c(NC(=O)CCCOc2ccccc2)cccc1[N+](=O)[O-]	93	15	100	-20	1.2	14	-3	-0.3	-18	0
Cn1cc(C(=O)c2ccc(Cl)cc2Cl)cc1C(=O)N/N=C(\N)COc1ccccc1	100	0	104	8	0.8	-2	12	0.5	16	1
CCN(CC)CCNc1ncnc2c1sc1nc(N3CCOCC3)c3c(c12)CC(C)(C)SC3	109	-8	104	-6	0.8	9	-8	-0.2	17	-4
CC(C)Cn1c(-c2ccc(Br)o2)n[nH]c1=S	105	-2	102	-8	0.7	6	-22	-0.2	26	-2
Cc1ccc(NS(=O)(=O)c2ccccc2Cl)c2c1CC(C)(C)O2	99	5	85	-6	0.8	10	-5	0.0	21	16

Four of the compounds above, with values under each structure:
Sequence of screens – STAT3 act, STAT3 blocker, STAT1 act, TLR4-MyD88 BLA, Diaphorase act, G6PDH CS, APP transl inh, Hsp70 act, Diaph inh CS, STAT1 inh
Cc1nc(CNS(=O)(=O)c2ccccc2F)cs1
    95, 6, 94, -10, 0.9, 12, 10, -0.3, 9, 6
O=C(Nc1ccc(-c2nc3cccnc3s2)cc1)c1ccco1
    75, 31, 152*, -1, 0.8, -57, -216, -0.3, 16, -55
CCN(CC)S(=O)(=O)N1CCC(C(=O)NC2CCCC2)CC1
    106, -2, 104, 5, 0.9, 8, -2, 0.1, 8, -5
Cc1c(NC(=O)CCCOc2ccccc2)cccc1[N+](=O)[O-]
    93, 15, 100, -20, 1.2, 14, -3, -0.3, -18, 0

(continued)
smiles	STAT3 act	STAT3 blocker	STAT1 act	TLR4-MyD88 BLA	Diaphorase act	G6PDH CS	APP transl inh	Hsp70 act	Diaph inh CS	STAT1 inh
CCOC(=O)NNC(=O)C1CCC(C)CC1 (configuration not stated)	104	-2	97	-12	1	1	13	-0.2	0	2
C=Cn1c(C(=O)O)ccc1-c1ccc(OC)cc1	103	3	108	4	.	6	-12	-0.2	.	-9
CCO[C@@H]1OC(C(=O)N2CCN(Cc3ccccc3)CC2)=C[C@H](c2ccc(Br)cc2)[C@H]1CCCO	.	.	95	4	0.8	13	1	0.0	21	7
NS(=O)(=O)c1ccc(CCNC(=O)C2CCCN2C(=O)OCc2ccccc2)cc1 (configuration not stated)	103	5	108	-6	0.9	10	-4	-0.2	14	-9
Nc1nc(-c2ccc(Cl)cc2Cl)cn1N	131	-28	101	-6	0.9	16	-12	0.2	9	-1
O=C(Nc1cccc(Cl)c1)N(CCN1CCOCC1)Cc1cccc(Cl)c1	100	1	99	0	0.9	17	-7	-0.3	9	1
Cc1nn(-c2ccccc2)c(-c2ccccc2)c1C(=O)O	107	-5	104	3	0.9	0	-9	-0.2	8	-4
C/C(=N/NC(=O)CC1N=C(Cc2ccccc2)NNC1=O)c1cccnc1 (configuration not stated)	101	4	108	-1	0.9	17	1	-0.4	15	-10
O=C(c1c(F)cccc1F)N1CCN(c2cccc(C(F)(F)F)c2)CC1	86	20	96	7	1	13	11	0.1	5	3
CCOC(=O)C1=C(O)c2ccccc2C(=O)/C1=C\c1ccc(CC)cc1	98	12	90	8	0.7	-22	-6	-0.2	33	9
O=C(NNC(=S)NC1CCCCC1)c1ccccc1O	93	13	90	3	1	-1	-20	-0.1	-4	8
CCOC(=O)C(NC(C)=O)C(=O)Nc1c(C)cccc1C (configuration not stated)	98	4	101	4	1	19	-3	0.4	-2	-2
COc1ccc2[nH]c(=O)c(-c3noc(-c4ccc(F)cc4)n3)cc2c1	105	1	114	5	0.8	-33	-19	-0.2	21	-14
Cc1noc(NS(=O)(=O)c2ccc(NC(=O)COc3ccccc3)cc2)c1C	104	-2	97	-2	0.9	-6	-1	-0.4	9	3
CC(=O)c1ccc(OCC(O)CN2CCCC(C)C2)cc1 (configuration not stated)	102	6	101	6	0.9	1	12	-0.2	12	-1
CCOC(=O)C1CCCN(C(=O)CC(C)c2ccccc2)C1 (configuration not stated)	116	-18	115	-16	1	23	-40	-0.2	2	-22
COc1ccc(-c2nnc(SC(C)C(=O)Nc3nccs3)n2-c2ccccc2)cc1OC (configuration not stated)	103	0	99	-1	0.8	1	-11	-0.2	17	1
Cc1ccc(C)c(C(=O)COC(=O)CCCC(=O)Nc2cc(C(F)(F)F)ccc2Cl)c1	107	-13	98	-6	0.8	-18	14	-0.5	20	2
Cc1ccc(C2OC34CCCCCC3C(C#N)(C(=N)O4)C2(C#N)C#N)cc1 (configuration not stated)	93	12	92	-1	1	8	-3	-0.4	2	9
Cc1cccc(Nc2nc(NCCCN3CCOCC3)nc(N)c2[N+](=O)[O-])c1	79	27	97	-11	1	-2	10	-0.3	3	3
COc1cccc(OC)c1C(=O)Nn1c(-c2cccc(C)c2)nc2ccccc2c1=O	105	0	98	-2	0.9	-4	-6	0.0	7	0
O=C(Nc1nc(-c2ccccc2)cs1)c1ccc(N2CCOCC2)c([N+](=O)[O-])c1	38	72*	86	8	0.8	-27	8	-0.6	25	15

Screens deposited in PubChem by several laboratories.
